From PubChem BioAssay
SRC1 inh – inhibits human SRC1 coactivator; inhibition, % at 3.6 µM; actives 0.12% (n = 360,000); HEK293 GAL4-SRC1 luciferase reporter, luminescence;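 active = inhibition above the campaign mean plus 3 SD, with each screening campaign given its own cutoff, cut at about 60% in these data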;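 note: 0% = DMSO treated cells and 100% = gossypol at 36 µM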
TLR9-MyD88 inh – inhibitors of human TLR9-MyD88 binding; Q9NR96+Q99836; inhibition, % at 4.98 µM; CHO BLA complementation TLR9-MyD88, CCF4 FRET ratio; AID 504734; actives 0.21% (n = 340,000);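 active = inhibition above the mean over all tested compounds plus 3 SD, cut at about 21% in these data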;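 note: 0% = DMSO only wells and 100% = clavulanate BLA inhibitor control wells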
COUP-TFII inh – NR2F2 (human) inhibition, primary screen; P24468; HEK293T NGFI-A luciferase reporter, luminescence; actives 0.7% (n = 370,000); inhibition, % at 8.6 µM;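 active = inhibition above a per-plate cutoff, mean inhibition of test wells between control levels plus 3 SD, cut at about 38% in these data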;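 note: cells cotransfected with COUP-TFII expression vector driving the NGFI-A reporter; 0% = median of COUP-TF2 test wells and 100% = reporter-only cells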
MC4R antagonist – blocks human MC4R cAMP signaling. AID 540295. P32245. MC4R-expressing cells, MTII-stimulated cAMP, LANCE TR-FRET. inhibition, % at 6.5 µM. actives 0.48% (n = 360,000);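 active = inhibition above its plate's cutoff, the mean of tested wells on that plate plus 3 SD, cut at about 29% in these data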;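 note: 0% = Melanotan II alone and 100% = Melanotan II plus saturating MCL0020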
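material = U2OS cells stably expressing human melanocortin 4 receptor (MC4R) | also added = Melanotan II challenge | dosing = single nominal compound dose of 6.5 µM | detection = TR-FRET with Eu-cAMP and labeled anti-cAMP, 671 nm | replication = singlicate | timing = compound 30 min, challenge 1 h, detection 1 h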
NCOA3 inh – inhibitors of human steroid receptor coactivator 3 (SRC3); Q9Y6Q9; HEK293 GAL4-SRC3 luciferase reporter, luminescence; inhibition, % at 3.6 µM; actives 0.17% (n = 360,000); AID 588352;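 active = inhibition above a per-campaign cutoff, the mean of all compounds plus 3 SD, cut at about 60% in these data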;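 note: 0% = DMSO-treated cells and 100% = gossypol-treated cells at 36 µM; higher means less SRC3-driven luciferase light from the GAL4 reporter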
LMP1 NFkB inh – inhibitors of Epstein-Barr LMP1-induced NF-kappaB reporter. LMP1-induced NF-kappaB luciferase reporter cells, luminescence. inhibition, % at 12.5 µM. actives 0.69% (n = 350,000); in the data active = inhibition above about 41%;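 note: 0% = neutral control wells and 100% = reference inhibitor control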
ABHD5-PLIN5 inh – ABHD5-PLIN5 protein interaction inhibition; Q00G26+Q8WTS1; Split G. princeps luciferase complementation, luminescence, 4 h; inhibition, % at 4 µM; actives 0.78% (n = 360,000); AID 602281;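 active = inhibition above the mean inhibition across every tested compound plus 3 SD, cut at about 22% in these data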;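 note: 0% = DMSO only wells and the 100% control is not disclosed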
Target sequence (Q00G26 whole entry, looked up): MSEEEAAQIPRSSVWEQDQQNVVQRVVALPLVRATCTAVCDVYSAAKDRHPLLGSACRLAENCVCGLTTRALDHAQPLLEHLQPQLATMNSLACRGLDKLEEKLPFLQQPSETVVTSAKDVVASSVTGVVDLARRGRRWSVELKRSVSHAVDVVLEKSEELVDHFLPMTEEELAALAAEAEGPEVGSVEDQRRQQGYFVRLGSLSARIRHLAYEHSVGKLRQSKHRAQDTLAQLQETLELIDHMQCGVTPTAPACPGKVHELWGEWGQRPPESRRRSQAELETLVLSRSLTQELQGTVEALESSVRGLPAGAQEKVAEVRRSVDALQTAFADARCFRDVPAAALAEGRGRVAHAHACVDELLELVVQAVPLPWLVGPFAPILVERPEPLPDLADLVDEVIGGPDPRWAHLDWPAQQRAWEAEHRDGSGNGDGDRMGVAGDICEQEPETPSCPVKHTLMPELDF
Target sequence (Q8WTS1 whole entry, looked up): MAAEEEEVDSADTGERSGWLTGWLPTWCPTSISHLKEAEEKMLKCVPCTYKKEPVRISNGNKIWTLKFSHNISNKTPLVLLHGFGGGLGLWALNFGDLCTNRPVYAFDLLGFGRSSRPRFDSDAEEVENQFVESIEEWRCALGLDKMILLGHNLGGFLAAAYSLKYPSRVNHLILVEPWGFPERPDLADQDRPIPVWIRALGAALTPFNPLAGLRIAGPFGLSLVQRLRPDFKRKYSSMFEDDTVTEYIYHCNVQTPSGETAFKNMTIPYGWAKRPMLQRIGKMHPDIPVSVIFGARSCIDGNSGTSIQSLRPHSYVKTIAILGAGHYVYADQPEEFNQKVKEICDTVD
NR5A2 inv ag – NR5A2 inverse agonism in reporter assay. O00482. HEK293T StAR-luciferase reporter, LRH-1 transfected, 24 h. inhibition, % at 3.6 µM. actives 0.13% (n = 360,000). AID 602396;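 active = inhibition above the mean inhibition of all tested compounds plus 3 SD, cut at about 73% in these data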;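 note: 0% = DMSO wells and 100% = reporter-only cells lacking LRH-1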
NOD2-RIPK2 inh – inhibitors of human NOD2-RIPK2 interaction | CHO BLA complementation NOD2-RIPK2, CCF4 ratio | inhibition, % at 4.98 µM | O43353 | AID 624267 | actives 0.38% (n = 360,000); in the data active = inhibition above about 21%;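 note: 0% = vehicle only and 100% = reference blocker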
MC4R barr agon – activates human MC4R beta-arrestin recruitment; P32245; U2OS MC4R beta-arrestin complementation, luminescence; percent of melanotan II response, DMSO zero; activation, % at 8.9 µM; actives 0.98% (n = 360,000);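 active = activation above a per-plate cutoff, the mean activation of sample wells on that plate plus 3 SD, cut at about 8% in these data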
SRC2 inh – human SRC2 (NCOA2) inhibition. inhibition, % at 9 µM. HEK293 GAL4-SRC2 luciferase reporter, luminescence. actives 0.17% (n = 370,000). Q15596;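 active = inhibition above the mean inhibition of all tested compounds plus 3 SD, set per campaign, cut at about 52% in these data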;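 note: 0% = DMSO treated cells and 100% = cells given Gossypol at 36 µM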
An asterisk follows results filed as active; / = not tested or not shown. A portion of the library; count on the stated rates, not on these rows.

SMILES	SRC1 inh	TLR9-MyD88 inh	COUP-TFII inh	MC4R antagonist	NCOA3 inh	LMP1 NFkB inh	ABHD5-PLIN5 inh	NR5A2 inv ag	NOD2-RIPK2 inh	MC4R barr agon	SRC2 inh
Cn1c(=O)n(C)c2cc([N+](=O)[O-])c(N3CCNCC3)cc21	-16	-8	-2	10	-10	-3	-8	8	0	1.7	-6
O=C(COC(=O)Cc1ccccc1)NC12CC3CC(CC(C3)C1)C2	-24	4	-2	0	7	1	3	5	0	-1.5	12
COP(=O)(OC)C(NC(C)=O)C(Cl)(Cl)Cl (stereo not given)	-6	15	-7	-4	5	6	4	5	3	0.6	-39
CCC1(CC)C(=O)N(C)C(=O)NC1=NC	-31	-4	25	15	9	3	5	-13	-9	-1.5	9
NP(=O)(OCCCc1ccccc1)Oc1ccc(Cl)cc1 (stereo not given)	-36	4	-6	9	-7	13	11	0	-2	2.8	2
CCC(C)c1ccc(N2C(=O)NC(=O)/C(=C/c3cccn3CCOc3ccc(C)cc3)C2=O)cc1 (stereo not given)	2	7	8	-3	-4	-10	8	-1	8	-0.1	-12
COC(=O)C1=C(c2ccc(F)cc2OCc2ccccc2)C[C@@H]2CC[C@H]1N2C(=O)NCc1ccc(F)cc1	7	-3	10	8	6	3	-1	-3	-7	-0.6	11
ClCCN(CCCl)c1ccc(C2=NCCc3ccccc32)cc1	13	5	11	-8	2	9	8	17	10	1.1	-1
O=C(COc1ccccc1)Nc1ccc(Cl)cc1C(=O)c1ccccc1	0	8	-9	18	13	-13	-4	-11	-7	1.2	5
CCOP(=O)(OCC)C(NC(=O)C(C)C)C(Cl)(Cl)Cl (stereo not given)	1	-5	-8	-2	8	-3	-6	2	4	1.3	-5
CCOP(=S)(OCC)N1CC1	-36	1	9	6	-21	-3	0	-12	-14	-1.5	-7
CC(C(=O)Nc1ccc(Br)cc1C(=O)c1ccccc1)N1CCOCC1 (stereo not given)	5	3	-9	6	8	-1	-2	-25	4	-0.3	-15
Clc1ccccc1CNCCc1c[nH]c2ccccc12	-1	4	17	6	-23	-1	0	-21	8	-0.1	10
COc1cccc(N=Cc2c(O)n(Cc3ccco3)c(=O)[nH]c2=O)c1	-4	-8	-13	3	-11	-14	-1	-16	-9	-3.8	-18
COC(=O)C1=C(c2ccc(OC(F)(F)F)cc2)C[C@@H]2CC[C@H]1N2C(=O)NCCOc1ccccc1Cl	0	6	19	4	14	10	-3	0	6	-1.5	19
CCC(=NCc1ccco1)c1c(O)n(-c2ccccc2C)c(=O)[nH]c1=O	2	-8	6	12	12	1	1	-16	-6	-1.4	-23
CCCCn1c(O)c(C(C)=NCCN2CCOCC2)c(=O)[nH]c1=O	-17	-3	0	11	5	10	9	-24	1	0.0	12
CCOP(=O)(OCC)C1(O)C(=O)Nc2ccc(Br)cc21 (stereo not given)	14	-6	6	-4	5	-3	-9	6	2	-0.8	37
O=C1NC(=O)N(c2cccc(Cl)c2)C(=O)/C1=C\c1ccc(Sc2nc3ccccc3[nH]2)o1	-11	0	-9	24	7	9	1	-4	-7	-1.9	-4
O=C(CF)NC(Nc1cccc2cccnc12)C(Cl)(Cl)Cl (stereo not given)	0	8	-2	4	15	-7	-16	28	11	1.0	-4
COC(=O)C1=C(c2ccccc2OCc2ccccc2)C[C@@H]2CC[C@H]1N2C(=O)NCc1ccc(OC)c(OC)c1	4	-4	-2	14	-3	1	2	-49	-2	-1.7	-8
O=c1[nH]c(=S)n(Cc2ccc(F)cc2)c(O)c1C=NCc1cccnc1	-14	4	1	5	7	2	9	25	5	-3.0	-4
Nc1ccc(Cl)cc1C(=O)c1ccccc1	3	2	3	7	1	-3	-1	-8	7	-1.5	-1
COC(=O)C1=C(c2cccc(C#N)c2)C[C@@H]2CC[C@H]1N2C(=O)N1CCC(O)CC1	-14	-1	-1	6	15	-4	-5	3	-6	-0.7	-9
NC(N)=N/N=C/c1cn(-c2ccccc2)nc1-c1cccs1	-10	1	-2	-4	10	9	2	-7	6	12*	-14
Cc1ccccc1-n1c(C)cc(/C=C2/C(=O)NC(=O)N(Cc3ccco3)C2=O)c1C	-2	2	12	-1	19	4	-1	-4	1	1.0	16
CN1C(=O)C(=Cc2ccc(N3CCCCCC3)cc2)C(=O)N(C)C1=O	-11	5	11	1	-1	-28	8	47	-3	0.6	-11
COc1ccc(-c2[nH]ncc2CNC(C)Cc2ccsc2)c(F)c1 (stereo not given)	3	-14	-25	-6	4	9	-2	1	0	-0.4	7
COC(=O)C1=C(c2ccccc2)C[C@@H]2CC[C@H]1N2C(=O)N1CCCCC1	-9	-1	7	2	-35	7	3	8	-6	-0.6	3
O=[N+]([O-])c1cccc2c([N+](=O)[O-])cccc12	-11	5	17	4	5	0	-2	3	-9	-1.2	8
CC[C@H]1OC(=O)C[C@@H](O)[C@H](C)[C@@H](O[C@@H]2O[C@H](C)[C@@H](O[C@H]3C[C@@](C)(O)[C@@H](O)[C@H](C)O3)[C@H](N(C)C)[C@H]2O)[C@@H](CC=O)C[C@@H](C)C(=O)/C=C/C(C)=C/[C@@H]1CO[C@@H]1O[C@H](C)[C@@H](O)[C@@H](OC)[C@H]1OC	1	8	1	8	-29	-6	4	-7	-6	0.3	-5
COc1cc(C(=S)N2CCOCC2)cc(OC)c1OC(=O)Cc1ccccc1	12	-6	7	10	0	-5	5	20	3	-0.3	-7
O=c1[nH]c(=O)n(CCc2ccc(F)cc2)c(O)c1C=NCCCn1ccnc1	4	1	5	5	8	2	7	5	2	-1.7	2
C=C1C(=O)OC2CC3(C)OC3CCC(C)=CC(OC(C)=O)C12 (stereo not given)	-15	-15	-29	1	-51	55*	33*	-9	16	-0.9	26
O=Cc1cn(Cc2cccc(F)c2)c2ccccc12	4	-6	-2	7	15	10	-1	21	-8	0.6	23
CCOC(=O)c1cc2c(cn1)[C@@H](CCO)NC2	-10	-7	-6	9	-2	-3	-1	-26	11	-3.1	-6
Nc1c(C(=O)NCCN2CCOCC2)c2nc3ccccc3nc2n1Cc1ccco1	-6	5	-8	0	7	-7	21	7	3	-1.4	-2
COc1cc2c(cc1OC)C(C)NCC2 (stereo not given)	11	0	16	16	-28	30	0	-5	-3	0.0	-5
COc1c(C)cc(C(=O)C2CCCN(Cc3cccc(O)c3)C2)cc1C (stereo not given)	-9	1	10	1	-3	-32	-4	0	4	-1.1	8
Cc1nn(Cc2ccc(Cl)cc2Cl)c(Cl)c1C(=O)NC1CCCc2ccccc21 (stereo not given)	3	9	-3	-1	-20	13	-3	8	0	-1.9	-2
c1ccc(-n2ccnc2)cc1	-11	-6	-3	-4	-2	6	1	-1	-7	0.1	5
COc1ccc(CCNCc2c(OC)ccc3ccccc23)cc1	9	3	-12	6	-13	-2	4	-9	3	-0.8	-33
OC12CCCCC1C(c1ccccc1)NCC2 (stereo not given)	2	0	-4	-3	11	2	-8	13	-1	1.9	4
CN(C)C(Cc1ccc(C#N)cc1)C(=O)c1ccccc1 (stereo not given)	-12	-6	10	4	-3	-8	-4	16	-4	1.2	0
Cc1ccc(-c2nc(N(C)C3CCN(C)CC3)c3ccccc3n2)cc1	-14	-2	12	2	11	-98	15	-9	-1	-2.1	-36
Cc1nc2ccccc2c(=O)n1-c1ccc([N+](=O)[O-])cc1	-58	-2	-46	-2	-74	-12	3	-109	2	-2.5	-84
CNC(C)Cc1ccccc1Sc1ccc(O)cc1 (stereo not given)	19	4	-6	-1	-8	-23	5	2	12	-1.1	2
COc1ccc(C(=O)OC2CC3CCC(C2)[N+]3(C)[O-])cc1OC (stereo not given)	14	-4	-7	0	-5	0	0	-6	-3	-0.7	-21
CC(=O)NC(Cc1ccc(N(CCCl)CCCl)cc1)C(=O)NCC(=O)NCC(=O)O (stereo not given)	-8	-2	7	16	-15	2	3	-5	4	0.3	-24
CCOC(=O)N(CC)c1ccc(C(O)(C(=O)OC)C(F)(F)F)cc1 (stereo not given)	13	-6	-9	5	6	1	-5	5	0	1.5	18
O=C1NCN(c2ccccc2)C12CCN(C(c1ccnc3ccccc13)c1nnnn1Cc1ccccc1)CC2 (stereo not given)	13	/	15	/	6	/	1	-7	9	/	5
OCCOCC#CCN1CCOCC1	4	2	5	2	-21	6	1	7	-5	-2.1	-20
CCN(CC(=O)Nc1ccc(C#N)c(Cl)c1)CC(=O)NC(C)(C)C	9	-1	-8	23	22	-1	6	10	-13	2.0	-15
COc1nc2ccccc2nc1N1CCN(C)CC1	-5	5	-24	24	4	-2	-2	-6	3	0.0	10
CN1CCN(Cc2ccccc2Sc2ccccc2)CC1	5	-1	18	1	16	-2	10	5	-6	-2.0	-18
CNC(=O)Oc1ccc2ncccc2c1	21	2	-8	2	15	-3	-5	4	-17	-3.5	-21
CCc1c(C(=O)NN2C(=O)C3C4CCC(O4)C3C2=O)csc1C (stereo not given)	-9	2	-17	27	-2	-1	1	-15	-3	-0.6	-20
O=S(=O)(c1cccc(C(F)(F)F)c1)N1Cc2ccccc2-n2nncc2C1	-14	-4	12	9	-4	0	-9	-1	-4	-2.1	3
COc1ccccc1OCCCn1cc(C=O)c2ccccc21	-75	-3	-50	-7	-50	-7	3	-145	-9	-1.4	-69
COc1ccc(CC(C)Nc2cccc(F)c2)cc1 (stereo not given)	-49	-4	3	0	-36	-7	-4	20	6	-0.2	-16

Record cards, as listed above. Order of values: SRC1 inh, TLR9-MyD88 inh, COUP-TFII inh, MC4R antagonist, NCOA3 inh, LMP1 NFkB inh, ABHD5-PLIN5 inh, NR5A2 inv ag, NOD2-RIPK2 inh, MC4R barr agon, SRC2 inh
Results for CCOC(=O)N(CC)c1ccc(C(O)(C(=O)OC)C(F)(F)F)cc1 (stereo not given) = 13, -6, -9, 5, 6, 1, -5, 5, 0, 1.5, 18
Results for CCN(CC(=O)Nc1ccc(C#N)c(Cl)c1)CC(=O)NC(C)(C)C = 9, -1, -8, 23, 22, -1, 6, 10, -13, 2.0, -15

Following part:
SMILES	SRC1 inh	TLR9-MyD88 inh	COUP-TFII inh	MC4R antagonist	NCOA3 inh	LMP1 NFkB inh	ABHD5-PLIN5 inh	NR5A2 inv ag	NOD2-RIPK2 inh	MC4R barr agon	SRC2 inh
CC[C@H]1CN2CC[C@@]3(C(=O)Nc4ccccc43)[C@@H]2C[C@@H]1/C(=C\OC)C(=O)OC	-8	/	/	5	13	/	4	15	-9	0.4	/
CCN(CC)C(=O)c1ccc(NC(=O)CNC(C)c2cccc3ccccc23)cc1 (stereo not given)	-10	-7	17	8	9	5	6	-19	5	-0.9	-23
COc1ccccc1N1CCN(Cc2cc(C)c(C)cc2O)CC1	-8	-3	1	20	7	10	-6	-17	2	4.0	-12
c1csc(CN2CCNCC2)c1	-14	0	22	0	-11	5	1	9	1	-3.7	5
